Source: PubChem (several laboratories)
Myeloid diff 2 = myeloid differentiation induction; AID 624256; ER-HoxA9 myeloid progenitors, lysozyme-GFP differentiation, flow cytometry; 1% of 360,000 active; calls only at 10 µM;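 active = normalized GFP-positive differentiation at or above the plate's own cutoff, the solvent-only control mean plus 3 SD; inconclusive = no clear call, values can overlap the other calls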;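 note: cells exposed to compound for four days before flow analysis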
Rac1 GTP hydrolysis = MgcRacGAP GTPase-activating activity inhibitors, confirmation, biochemical, ADP Hunter fluorescence; MgcRacGAP-stimulated Rac1 GTP hydrolysis, ADP Hunter fluorescence; higher % means a stronger effect; GST-tagged Rac1 F28L mutant substrate; inhibition, % at 30 µM; hits with a dose series show IC50 in µM; 0.6% of 340,000 active;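 active = first-screen hits whose inhibition reached a set limit at any dose in the follow-up dose series; inconclusive = inhibition above the set first-screen limit but never retested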;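 note: fluorescence reports GDP produced by GAP-driven GTP hydrolysis; strong numbers were not always called active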
b-catenin transl = modulators of beta-catenin nuclear translocation; HeLa beta-catenin nuclear translocation, immunofluorescence imaging; nuclear translocation activity, % at 5 µM; 0.3% of 190,000 active;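 active = nuclear translocation activity above 50% at 5 µM, with a well cell count of 50 or more; inconclusive = wells under 50 cells across six images, flagged as toxic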;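 note: per-cell ratio of nuclear to cytoplasmic median beta-catenin stain intensity; plate controls were DMSO negative control for no effect and GSK-3 inhibitor IX positive control for full effect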
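test system = HeLa cells, endogenous beta-catenin | dosing = single 5 µM dose plus 0.02–20 µM confirmation series | times = compound treatment 24 h, 37°C, 5% CO2 | technique = beta-catenin immunofluorescence imaging with DAPI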
Large T inhibition = TAg ATPase/helicase activity blockers – biochemical (AID 1903); 0.39% of 310,000 active; inhibition, % at 20 µM; hits with a dose series show IC50 in µM; SV40 large T antigen ATPase/helicase inhibition assay; higher % means a stronger effect; in the data active = a potency from the dose series; inconclusive = inhibition mostly from about 32% at the one dose, without a potency; inactive = the rest, 99 in 100 with inhibition below about 32%; note: strong numbers were not always called active
T cell modulator = T cell immune modulators affecting CD8 T cell-vesicle binding; calls only at 7 µM; 2C CD8+ T cell-vesicle binding, flow cytometry; hits give low values; 0.068% of 330,000 active;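 active = response, share of CD8 T cells binding vesicles, and their 90th percentile fluorescence all below set limits, cut at about 80% in these data, passing the limit was not always enough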
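Also added: QL9-peptide-loaded Drosophila micro-vesicles bearing Ld, ICAM-1 and B7-1; Test system: purified 2C TCR transgenic mouse naive CD8+ T cells; Measured by: cytometric PE anti-B7-1 and Alexa647 anti-CD8 signals after 1% paraformaldehyde fixation; Timing: binding step 1.5 h, 37 °C, antibody labelling 20 min, ice.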
West Nile antiviral = inhibition of WNV-induced cytopathic effect – cell-based, CPE readout (AID 1621). West Nile virus-infected cells, CPE inhibition; higher % means a stronger effect. one-dose CPE inhibition, % at 10 µM; IC50 in µM for titrated hits. 0.02% of 290,000 active; in the data active = a potency from the dose series; inconclusive = CPE inhibition mostly from about 3.7% at the one dose, without a potency; inactive = the rest, 99 in 100 with CPE inhibition below about 2.2%; note: strong numbers were not always called active
RSV CPE inhibition = RSV antiviral activity via CPE protection, HEp-2 cells, primary 10 µM value included (AID 2391) | 0.13% of 310,000 active | HEp-2 cells, RSV-induced CPE inhibition; higher % means a stronger effect | one-dose CPE inhibition, % at 10 µM; IC50 in µM for titrated hits; in the data active = a potency from the dose series; inconclusive = CPE inhibition mostly from about 23% at the one dose, without a potency; inactive = the rest, 99 in 100 with CPE inhibition below about 21%; note: strong numbers were not always called active
WT yeast gro inh = growth inhibition of WT yeast, mitochondrial fusion screen | 2.1% of 190,000 active | inhibition, % at 10 µM | mitochondrial fusion phenotypic screen, WT strain; in the data active = inhibition above about 58%; tested in S. cerevisiae
PhoP inhibition = inhibitors of PhoP regulon expression, primary screen, Salmonella Typhimurium, GFP reporter (AID 1863); 0.16% of 300,000 active; S. Typhimurium PhoP-regulated promoter GFP reporter, 4 h; higher % means a stronger effect; inhibition, % at 50 µM; hits with a dose series show IC50 in µM;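 active = inhibition over 29.93%, a cutoff 3 SD above the screen mean, later confirmed by dose response; inconclusive = inhibition over 29.93% but no dose response follow-up; inactive = inhibition at most 29.93% or unconfirmed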;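 note: 0% = low Mg2+ inducing control and 100% = high Mg2+ repressing control; strong numbers were not always called active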
WT yeast gro inh mutant strain = also measured in WT yeast gro inh; calls as there; inhibition, %; mitochondrial fusion phenotypic screen, mutant strain inhibition
b-catenin transl cell count 5 µM = second read-out of b-catenin transl, no call of its own (marks repeat the call); cell count; measured here: cell count, cytotoxicity flag
T cell modulator vesicle-bound % = second read-out of T cell modulator, no call of its own (marks repeat the call); double positive events, %; measured here: CD8+ vesicle-bound cell fraction;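 binding gate set so that unloaded-vesicle control wells show 10% double positive cells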
Myeloid diff 2 GFP+ MAC1+ % = further read-out of Myeloid diff 2, marked with its call; GFP+ MAC1+ double positive, %; measured here: differentiation confirmed by MAC1 staining
An asterisk follows results filed as active; i = inactive; ? = inconclusive; . = no result given.

SMILES	Myeloid diff 2	Myeloid diff 2 GFP+ MAC1+ %	Rac1 GTP hydrolysis	b-catenin transl	b-catenin transl cell count 5 µM	Large T inhibition	T cell modulator	T cell modulator vesicle-bound %	West Nile antiviral	RSV CPE inhibition	WT yeast gro inh	WT yeast gro inh mutant strain	PhoP inhibition
Cc1ccc(NC(=O)N2CCC(O)(c3ccc(Cl)cc3)CC2)cc1	i	0.5	-2%	1.8	853	5%	i	38	-0.3%	0.7%	-23	1	1%
CS(=O)(=O)N1CCC(C(=O)Nc2cccc(C(F)(F)F)c2)CC1	i	1.0	12%	-3.1	913	-3%	i	31	1.4%	0.9%	-13	-2	5%
COC(=O)c1ccc(NC(=O)CN2C(=O)c3ccccc3S2(=O)=O)cc1	i	4.6	4%	.	.	-5%	i	19	0.6%	0.3%	.	.	2%
CCOC(=O)N1CCN(C(=O)C(=O)Nc2ccc3nc4n(c(=O)c3c2)CCCCC4)CC1	i	4.3	8%	.	.	4%	i	30	0.9%	0.7%	-10	3	6%
O=C(NCCc1c[nH]c2ccccc12)C1CCN(c2nnc(N3CCCC3=O)s2)CC1	i	1.4	16%	0.9	1455	20%	i	54	0.1%	-0.2%	17	16	0%
O=C(CP(=O)(c1ccccc1)c1ccccc1)N1CCOCC1	i	0.5	10%	0.2	1556	17%	i	13	0.5%	-0.2%	-12	9	-3%
COC(=O)/C=C1/N/C(=N\c2nc(C)cc(C)n2)N(c2ccc(C)c(C)c2)C1=O	i	0.6	-3%	0.7	1064	4%	i	47	-0.3%	2.3%	18	22	-4%
CC1CCN(Cc2cnc(Cl)s2)CC1	i	0.6	16%	-0.2	1063	-1%	i	52	0.2%	1.1%	-4	-10	4%
COc1ccccc1NC(=O)CSc1nnc(-c2ccoc2C)n1C	i	0.5	-1%	.	.	2%	i	8	-0.5%	0.9%	.	.	6%
NC(=O)CC(NC(=O)c1ccccc1)c1ccc(NCCCN2CCCC2=O)c([N+](=O)[O-])c1 (stereo unspecified)	i	1.1	8%	.	.	15%	i	35	0.1%	1.2%	.	.	-2%
C=CCOc1c2ccc(C(=O)NCc3ccc(C)cc3)cc2nn1C	i	1.9	11%	-1.8	1280	-1%	i	37	-0.8%	0.1%	10	39	-11%
CCOC(=O)COn1c(=O)c(-c2ccc(C)cc2)[n+]([O-])c2ccccc21	i	0.9	7%	.	.	4%	i	23	0.3%	2.2%	.	.	2%
O=C(c1cc(S(=O)(=O)N2CCOCC2)ccc1Cl)N1CCN(c2ccccn2)CC1	i	0.5	10%	-1.1	1167	-2%	i	41	0.6%	-0.7%	4	10	5%
COc1ccccc1N(C)S(=O)(=O)c1ccc(C(=O)Nc2nc(C)cs2)cc1	i	0.6	10%	-5.0	1052	3%	i	3	-1.1%	9.5%	8	10	-3%
COC(=O)c1sccc1-c1ccc(/C=N/OC(=O)c2ccccc2)o1	i	1.0	8%	.	.	1%	i	35	0.0%	?	17	8	2%
C=CCN(c1ccccc1)S(=O)(=O)c1cccc(C(=O)OCC(=O)NC2CC2)c1	i	0.2	3%	1.7	1022	6%	i	64	1.9%	-1.6%	-21	-1	-9%
CCSc1nnc(NC(=O)CSc2nc(CC)nc3c2c(=O)n(C)c(=O)n3C)s1	i	1.9	-4%	-1.0	1089	2%	i	23	-0.3%	2.9%	5	4	7%
COc1cccc(NC(=O)CN2CCc3ccccc3C2)c1	i	1.1	14%	.	.	12%	i	65	-0.8%	1.7%	.	.	5%
Cc1ccc(Cl)c(OCC(=O)N(C)CC(=O)Nc2ccc(N3CCOCC3)cc2)c1	i	0.5	7%	.	.	4%	i	62	.	1.1%	.	.	-6%
COc1ccc(C(=O)CC2OC(=O)c3c2ccc(OC)c3OC)cc1 (stereo unspecified)	i	1.2	-3%	.	.	-1%	i	12	0.3%	-1.5%	9	31	10%
CC(C)c1nc2sc3c(=O)[nH]c(=S)[nH]c3c2c2c1CCCC2	i	0.4	11%	1.5	1287	31%	i	45	-0.2%	6.3%	.	.	-14%
N#C/C(N)=C(/C#N)N=Cc1cccc(Cl)c1	i	0.4	8%	-1.2	1362	2%	i	18	0.2%	1.8%	.	.	-7%
CC(=O)c1ccc(NC(=O)NCc2ccc(F)cc2)cc1	i	0.7	2%	-0.1	834	9%	i	20	0.7%	-0.3%	6	4	6%
C[C@]1(C(=O)NCCCNc2ncc(C(F)(F)F)cc2Cl)C=C[C@@H](Cc2ccccc2)N1C(=O)c1ccccc1	i	6.3	1%	.	.	6%	.	.	-0.3%	-4.0%	75*	-6.3*	-8%
Cn1cccc1/C=N/NC(=O)c1ccncc1	i	0.2	.	-3.0	1117	11%	i	17	-0.2%	0.9%	.	.	-6%
CN1CCc2c(sc(NC(=O)CS(=O)(=O)c3ccccc3)c2C(N)=O)C1	i	0.8	7%	.	.	0%	i	30	.	-1.0%	.	.	2%
COc1ccc(NC(=O)CCC(=O)Nc2nnc(C(F)(F)F)s2)c(OC)c1	i	5.6	5%	.	.	16%	i	30	-0.7%	-0.4%	-2	5	-20%
CC(=O)C1=C(c2ccc(Br)cc2)C(=O)c2ccccc2C1=O	?	.	8%	1.6	1104	11%	i	46	-1.5%	-1.6%	93*	91*	2%
CCOC(=O)c1ccc(-c2ccc(CO)o2)cc1	i	0.8	4%	-0.9	1391	15%	i	39	0.7%	4.0%	22	-18	8%
COC(=O)COc1ccc2c(=O)c(Oc3ccccc3)c(C)oc2c1	i	0.6	5%	1.3	898	7%	i	36	0.7%	1.1%	-1	-7	9%
CC(C)(C)C(CO)NC(=O)c1ccc[nH]1 (stereo unspecified)	i	1.0	0%	.	.	.	i	20	.	2.3%	.	.	.
Cc1cccc(-n2c(C)nc3c(cnn3-c3ccc(F)cc3)c2=O)c1	i	0.0	3%	0.0	1433	1%	i	15	0.7%	4.7%	8	2	-1%
COc1ccccc1NC(=O)c1nnn(CC(=O)Nc2ccccc2)c1N	i	0.5	6%	1.2	1090	10%	i	32	-0.1%	1.4%	-12	-6	3%
COCC(=O)Nc1ccc(C)c(Cl)c1	i	0.3	5%	.	.	5%	i	44	0.6%	0.9%	0	5	0%
O=C(O)CCNC(=O)c1cncc(Br)c1	i	1.1	2%	.	.	6%	i	39	-0.1%	1.5%	-2	-5	-6%
Cc1ccc(C(=O)NCCC(=O)NCc2cc(=O)n(C)c(=O)n2C)cc1	i	4.0	10%	.	.	7%	i	49	0.7%	0.8%	.	.	13%
Cc1ccc(S(=O)(=O)NC(=O)c2cc(C)n(-c3ccccc3)c2C)cc1	.	.	12%	1.0	1053	6%	i	62	0.1%	1.8%	8	-4	9%
CCc1noc(C)c1C(=O)N1CCN(S(=O)(=O)c2ccc(Br)cc2)CC1	i	0.7	5%	.	.	8%	i	22	.	0.3%	.	.	6%
Oc1cc2c(cc1CN1CCN(c3ncccn3)CC1)OCO2	i	0.7	5%	.	.	7%	i	68	0.4%	1.8%	.	.	2%
CCOC(=O)c1cc(-c2ccccc2)n(CCC(=O)N2CCN(c3ccccn3)CC2)c1C	?	.	2%	-0.6	1042	5%	i	49	-0.8%	11%	6	6	-1%

Next part, overlapping the part above by 2 compounds.
SMILES	Myeloid diff 2	Myeloid diff 2 GFP+ MAC1+ %	Rac1 GTP hydrolysis	b-catenin transl	b-catenin transl cell count 5 µM	Large T inhibition	T cell modulator	T cell modulator vesicle-bound %	West Nile antiviral	RSV CPE inhibition	WT yeast gro inh	WT yeast gro inh mutant strain	PhoP inhibition
Oc1cc2c(cc1CN1CCN(c3ncccn3)CC1)OCO2	i	0.7	5%	.	.	7%	i	68	0.4%	1.8%	.	.	2%
CCOC(=O)c1cc(-c2ccccc2)n(CCC(=O)N2CCN(c3ccccn3)CC2)c1C	?	.	2%	-0.6	1042	5%	i	49	-0.8%	11%	6	6	-1%
COc1ccc(CCNC(=O)C(C)SCc2ccccc2)cc1 (stereo unspecified)	i	0.2	-4%	-0.1	1050	8%	i	42	-0.4%	0.4%	0	-5	6%
COCC(C)NC(=O)c1nn(Cc2ccccc2)c(=O)c2ccccc12 (stereo unspecified)	i	3.5	3%	.	.	1%	i	66	-0.6%	2.3%	.	.	2%
COC(=O)c1ccc(-c2ccc(F)cc2)nc1C	i	1.9	-12%	-2.6	543	4%	i	28	-0.5%	6.4%	-10	2	-32%
COc1cc(Nc2ccc(C)cc2)c([N+](=O)[O-])nc1[N+](=O)[O-]	i	6.8	-10%	5.0	497	10%	i	15	?	0.4%	-15	-9	-2%
CCC(Oc1ccccc1OC)C(=O)Nc1ccc2c(c1)OCO2 (stereo unspecified)	i	0.5	-1%	.	.	1%	i	22	-0.3%	2.0%	.	.	2%
C=C(C(=O)c1ccccc1)C(C(=C)C(=O)c1ccccc1)c1ccc(OC)cc1	.	.	0%	1.0	974	-3%	i	29	3.4%	.	.	.	-7%
CN(C)CCNC(=O)NC1CCCCC1	i	0.5	-2%	-1.2	1164	10%	i	10	0.2%	7.3%	3	9	-9%
CCO/C(C)=C1/SC(=S)NC1=O	i	0.2	15%	-0.6	1337	23%	i	44	0.3%	1.1%	.	.	0%
COc1ccc(CCNC(=O)CSC2=NS(=O)(=O)c3cc(Cl)ccc3N2)cc1OC	i	1.0	3%	.	.	20%	i	53	.	1.6%	.	.	0%
CCCCn1c(N)c(N(CC)C(=O)c2ccc([N+](=O)[O-])c(C)c2)c(=O)[nH]c1=O	i	6.4	-5%	.	.	-3%	i	25	0.1%	0.3%	.	.	0%
CCOc1ccc(N(C(=O)c2snc(C(N)=O)c2N)C(C)C(=O)NC2CCCCC2)cc1 (stereo unspecified)	i	0.7	4%	.	.	6%	i	36	-0.7%	4.4%	.	.	5%
Cc1ccc(/C=C2/SC(=S)N(CCC(=O)N3CCN(c4ccccc4)CC3)C2=O)cc1	.	.	.	-1.3	1108	1%	.	.	.	.	1	-13	7%
Cc1cccn2cc(-c3ccc(Cl)cc3)nc12	i	0.4	10%	5.8	920	0%	i	27	0.3%	4.8%	2	11	8%
Nc1c(C(=O)NCc2ccccc2)c2nc3ccccc3nc2n1CCCN1CCOCC1	i	0.8	0%	6.1	579	3%	i	58	1.4%	-1.4%	83	89	4%
